# G9a inh: qHTS Assay for Inhibitors of Histone Lysine Methyltransferase G9a; Histone-lysine N-methyltransferase EHMT2 (Homo sapiens), Q96KQ7; AID 504332, 2011; Potency, µM (titrated, usually from 102 µM), without a hit: at the top dose activity, negative = inhibition, usual class: inhibitors; actives 8.8% (n = 350,000); G9a H3K9 monomethylation, AlphaScreen, 2 h; note: potency is the fitted concentration of half-maximal effect; % is set by controls: 0 for no effect and ±100 for the full control effect; nearly all actives have a fitted effect of over 75% in size
#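 Enzyme 20 nM + cpd, 15 min RT; add b-H3K9 pep 500 nM / SAM 20 uM; 2 h RT; anti-H3K9me1 Ab 0.5 ug/mL + SA donor / anti-rabbit acceptor beads 20 ug/mL each, 10 min; AlphaScreen read.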
# GLS inhibitor: qHTS for Inhibitors of Glutaminase (GLS); Potency, µM (top dose mostly 45.5 µM), for inactives: top-dose activity change, negative = inhibition, most hits filed as inhibitors; GLS enzymatic activity, qHTS titration; actives 0.21% (n = 410,000); AID 624170, 2012; note: potency is the fitted concentration of half-maximal effect; % is set by controls: 0 for no effect and ±100 for the full control effect
# Target sequence (O94925 whole entry, looked up): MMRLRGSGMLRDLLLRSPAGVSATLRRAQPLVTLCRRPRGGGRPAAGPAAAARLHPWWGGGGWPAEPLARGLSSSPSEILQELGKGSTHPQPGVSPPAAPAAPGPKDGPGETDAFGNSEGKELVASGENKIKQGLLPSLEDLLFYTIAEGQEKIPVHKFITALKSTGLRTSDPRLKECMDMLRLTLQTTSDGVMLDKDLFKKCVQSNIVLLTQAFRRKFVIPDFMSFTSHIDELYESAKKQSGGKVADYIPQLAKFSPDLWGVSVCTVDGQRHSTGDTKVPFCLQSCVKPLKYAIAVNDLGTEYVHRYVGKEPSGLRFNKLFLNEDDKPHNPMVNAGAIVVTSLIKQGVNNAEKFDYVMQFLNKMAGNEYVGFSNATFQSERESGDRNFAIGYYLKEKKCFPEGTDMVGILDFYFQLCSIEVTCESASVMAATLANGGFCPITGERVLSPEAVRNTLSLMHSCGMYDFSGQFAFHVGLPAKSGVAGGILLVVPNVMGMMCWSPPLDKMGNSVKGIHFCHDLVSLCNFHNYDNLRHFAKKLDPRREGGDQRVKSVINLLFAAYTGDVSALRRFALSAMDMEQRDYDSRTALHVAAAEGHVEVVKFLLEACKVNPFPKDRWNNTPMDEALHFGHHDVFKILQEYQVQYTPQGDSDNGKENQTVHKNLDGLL
#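 Assay buffer: 45 mM KH2PO4 pH 8.2, 0.02% Tween-20. hKGA acts on L-glutamine (1 mM solution added); product glutamate is reported by an oxidase/peroxidase Amplex Red coupling, with fluorescence taken at baseline and 30 min.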
# BAZ2B inh: qHTS Assay for Inhibitors of BAZ2B; Bromodomain adjacent to zinc finger domain protein 2B (Homo sapiens), Q9UIF8; AlphaScreen BAZ2B-H3K14Ac peptide displacement; Potency, µM (series often up to 114 µM), for the others: at the highest dose activity change, negative = inhibition, most hits filed as inhibitors; actives 4.4% (n = 360,000); note: potency is the fitted concentration of half-maximal effect; % is set by controls: 0 for no effect and ±100 for the full control effect; nearly all actives have a fitted effect of over 60% in size
#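 In this displacement format the biotinylated H3(5-23) peptide acetylated at Lys14 serves as ligand at 50 nM, with BAZ2B at 50 nM in PBS pH 7.4 containing 0.01% Tween-20. Donor and acceptor beads are 10 ug/mL final.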
# HP1b chromo inh: HTS for Inhibitors of HP1-beta Chromodomain Interactions with Methylated Histone Tails. actives 0.56% (n = 390,000). AlphaScreen HP1-beta / biotin-H3K9me3 peptide binding. Potency, µM (top dose mostly 114 µM), inactives show at the top dose activity change, negative = inhibition, usual class: inhibitors. Chromobox protein homolog 1 (Homo sapiens), P83916; note: potency is the fitted concentration of half-maximal effect; nearly all actives have a fitted effect of over 70% in size; inactives centre near 23
# Target sequence (P83916 whole entry, looked up): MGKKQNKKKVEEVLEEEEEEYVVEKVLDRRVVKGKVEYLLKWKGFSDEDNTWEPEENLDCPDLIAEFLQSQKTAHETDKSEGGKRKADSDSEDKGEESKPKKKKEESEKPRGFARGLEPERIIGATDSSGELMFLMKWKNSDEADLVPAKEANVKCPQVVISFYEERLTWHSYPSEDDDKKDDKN
#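 HP1-beta protein (50 nM final) preincubated 30 min at room temperature with biotinylated H3(1-18)K9me3 peptide (50 nM) in PBS pH 7.4, 0.01% Tween-20, then compound added for 30 min. AlphaScreen streptavidin donor/nickel chelate acceptor beads (10 ug/mL final), 30 min dark, luminescence read.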
# RGS4 inhibitor: Inhibitors of Regulator of G Protein Signaling (RGS) 4: qHTS; Regulator of G-protein signaling 4 (Homo sapiens), P49798; Transcreener GDP fluorescence polarization, RGS4-accelerated GTP hydrolysis; Potency, µM (highest dose often 114 µM), for inactives: top-dose activity change, negative = inhibition, usual class: inhibitors; actives 0.039% (n = 390,000); AID 504845, 2011; note: potency is the fitted concentration of half-maximal effect; % is set by controls: 0 for no effect and ±100 for the full control effect; nearly all actives have a fitted effect of over 75% in size; some results filed as inactive show a strong effect at the top dose
# Target sequence (P49798 whole entry, looked up): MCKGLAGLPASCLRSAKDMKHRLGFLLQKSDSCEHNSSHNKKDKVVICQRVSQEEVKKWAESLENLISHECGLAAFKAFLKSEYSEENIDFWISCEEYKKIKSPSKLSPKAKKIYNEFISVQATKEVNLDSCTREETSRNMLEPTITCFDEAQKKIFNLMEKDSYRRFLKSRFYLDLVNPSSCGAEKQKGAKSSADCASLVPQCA
#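 MLSMR compounds (23 nl, pin-transferred) preincubated 10 min at room temperature with a 500nM (2x) first reagent, then RGS4 at 900nM (2x) plus Transcreener GDP mix added; fluorescence polarization (620/688 nm) read before and after 90 min at 30 °C.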
# JMJD2A Tudor inh: qHTS Assay for Inhibitors of JMJD2A-Tudor Domain | Potency, µM (top dose mostly 114 µM), without a hit: top-dose activity change, negative = inhibition, most hits filed as inhibitors | AlphaScreen JMJD2A-Tudor / H3K4me3 peptide binding | actives 4.4% (n = 390,000); note: potency is the fitted concentration of half-maximal effect; % is set by controls: 0 for no effect and ±100 for the full control effect; nearly all actives have a fitted effect of over 50% in size
# ERG Ets-DNA blk: qHTS for Small Molecule Inhibitors of the ERG Ets/DNA interaction. Transcriptional regulator ERG (Homo sapiens), P11308. fluorescence polarization, His-ERG Ets domain / labelled DNA. Potency, µM (highest dose often 76.9 µM), inactives show at the top dose FP activity, negative = inhibition, usual class: inhibitors. actives 0.028% (n = 370,000). AID 624246, 2012; active = well fitted inhibition curve with a large enough effect in the polarisation, with a control signal flat; inconclusive = small, poorly fitted or top-dose-only effect, or effect the other way, or a change in a side signal; inactive = no such curve, though single readings can be large or run the other way; the % refers to the polarisation;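 note: polarization taken with two DNA probes labelled with fluorescein and Texas red; potency is the fitted concentration of half-maximal effect; % of control where 0% means no effect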
#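 His-tagged ERG Ets domain (1 uM in the protein solution; 300mM KCl, 50mM Tris-HCl, 1mM EDTA, 1mM DTT, pH 7.5) received compound, then a probe mix of 5 nM fluorescein-DNA and 100nM Texas-615-DNA. Fluorescence polarization was read for both dyes.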
# PI4K2A inh: qHTS for small molecular inhibitors of PI4K2A | Phosphatidylinositol 4-kinase type 2-alpha (Homo sapiens), Q9BTU6 | purified PI4K2A, ADP-Glo luminescence, 1 h; hits give low values | activity change, negative = inhibition, % at 76.9 µM | actives 0.13% (n = 420,000); in the data active = activity change below about -50%; inconclusive = mostly about -30% to -49%;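 note: -100% = wells without enzyme as full effect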
#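 ADP-Glo luminescence measured ADP generated by PI4K2A enzyme (4 ug/mL before mixing) with 1.2 mM PI substrate (pre-mix) and 300 microM ATP (pre-mix). Tris pH7.5 buffer with MgCl2, Triton X-100; 1 h reaction at ambient temperature.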
# 12-LOX inh: Primary qHTS assay for inhibitors of human arachidonate 12S-lipoxygenase (ALOX12): Round 2 | Polyunsaturated fatty acid lipoxygenase ALOX12 (Homo sapiens), P18054 | purified 12hLO, xylenol orange hydroperoxide absorbance | AID 1671190, 2021 | actives 1.1% (n = 580,000) | Potency, µM (top dose mostly 108 µM), inactives show at the highest dose activity change, negative = inhibition, usual class: inhibitors; note: potency is the fitted concentration of half-maximal effect; % is set by controls: 0 for no effect and ±100 for the full control effect
#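 Purified human 12hLO (150 nM final) in 25 mM Hepes, 0.01% Triton X-100, pH 7.0 was preincubated 15 min at room temperature with compound. Then 40 uM arachidonic acid was added, 30 min. Hydroperoxide was read by Fe-XO absorbance ratio 573/405 nm.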
# * = called active by the depositor; ? = inconclusive; nt = not tested or not shown; & = joins results of further samples; [ ] = another dose, or the depositor's remark. Unless noted, calls come from the whole dose curve; as a rule, active = well fitted curve in the direction sought with a large enough effect; inconclusive = small, poorly fitted or top-dose-only effect, or another doubt; inactive = no such curve, though single readings can be large; an effect the other way counts as inactive or inconclusive. A portion of the library; count on the stated rates, not on these rows.
no.	G9a inh	GLS inhibitor	BAZ2B inh	HP1b chromo inh	RGS4 inhibitor	JMJD2A Tudor inh	ERG Ets-DNA blk	PI4K2A inh	12-LOX inh	SMILES
1	5.6µM*	-10%	45µM*	?	?	28µM*	-13%	-3	18µM*	CCOC(=O)c1ccc(N2CSC3=C(C#N)C(c4cccs4)CC(=O)N3C2)cc1 (stereo unspecified)
2	-12%	-2%	-1%	48%[activator]	25%	-5%	-4%	1	6%	O=C(NCCN1CCOCC1)c1cc2cc(Br)ccc2oc1=O
3	10µM*	6%	?	34%	26%	-29%	-6%	8	19%	C/C(O)=C(/C#N)c1nc2ccccc2[nH]1
4	?	-8%	-13%	23%	5%	-28%	-1%	-5	?	COc1ccc(CCNc2ccc(C(CC(N)=O)NC(=O)Cc3ccc(Br)cc3)cc2[N+](=O)[O-])cc1 (stereo unspecified)
5	-26%[59 µM]	1%	2%	41%[activator]	-14%	-16%	-1%	-10	-2%	Cc1cccc(N2CCN(C(=O)c3ccc4c(c3)N(Cc3cccc(Cl)c3)C(=O)c3ccccc3S4(=O)=O)CC2)c1C
6	nt	19%	nt	26%	-1%	-15%	-3%	10	0%	COC(=O)c1cc(C(=O)OCC(=O)Nc2ccc(N3CCOCC3)cc2)cc([N+](=O)[O-])c1
7	143%[activator][59 µM]	0%	66%[activator]	157%	-6%	85%[activator]	0%	9	23%	COc1ccc(-c2noc(-c3ccccc3-c3ccccc3)n2)cc1
8	-9%	0%	4%	18%	27%	-4%	6%	3	4%	O=C(CN1CCN(S(=O)(=O)/C=C/c2ccccc2)CC1)NCC(F)(F)F
9	nt	34%[activator]	?	1%	-24%	-32%	-11%	-2	-10%	CC(C)c1ccc2[nH]c3c(c2c1)[C@@H]1CCN2C(=O)CCC[C@H](C3)[C@H]12
10	?	-11%	?	21%	?	?	-5%	-2	?	O=C(Nc1cccc(-c2nc3ccccc3[nH]2)c1)c1cccc(NC(=O)c2ccco2)c1
11	-4%[59 µM]	5%	16%[57.1 µM]	10%	-13%	-28%	-7%	-1	4%	Cc1ccccc1NCc1cccn1-c1nnc(N2CCC(C)CC2)s1
12	-10%	-21%	-27%	40%[activator]	1%	-6%	-17%	-3	?	CC(C)(C)c1cc(NC(=O)Nc2ccc(Br)cc2Cl)no1
13	-10%[59 µM]	-4%	-20%	40%[activator]	-6%	0%	3%	-4	-8%	CC(=O)c1cc2c(cc1NC(=O)c1c(C)nn(-c3ccc(C)cc3)c1-n1cccc1)OCO2
14	-6%	5%	-6%	18%	6%	-21%	-7%	-1	14%	COC(=O)c1nn(-c2ccccc2)c(-c2ccccc2)c1C(=O)c1ccccc1
15	10%	10%	-9%	8%	4%	-9%	-16%	5	?	COc1ccc(-n2c(SCC(=O)Nc3cc(C)on3)nc3c([nH]c4ccccc43)c2=O)cc1OC
16	?	-6%	-32%	-8%	-27%	-14%	13%	1	-2%	Cc1ccc2ncccc2c1NC(=S)NC(=O)c1ccccc1
17	?	-24%	?	-22%	-48%	?	-15%	3	?	COc1ccccc1-n1cc(-c2ccc(C)cc2)[nH]c1=S
18	-28%	-2%	-3%	58%[activator]	-2%	-22%	6%	-11	-12%	CC(=O)c1cc(CN2CCCCC2)cc(OC(C)C)c1
19	2%[12.7 µM]	24%	2%	23%	-41%	-4%	2%	-3	-20%	O=C(c1ccc(=O)[nH]c1)N(Cc1ccco1)C1(C(=O)NC2CCCC2)CCCCC1
20	-2%[59 µM]	5%	-2%	45%[activator]	2%	-13%	2%	-2	-13%	CC(=O)Nc1nonc1-c1nnc(SCC(=O)Nc2ccc(F)cc2F)n1-c1ccccc1
21	?	22%	-37%	?	28%	-47%	6%	-17	?	COc1ccc(C2Oc3ccccc3C3=C2C(c2cccs2)n2ncnc2N3)cc1 (stereo unspecified)
22	10%[59 µM]	2%	-6%	-3%	-37%	-6%[57.1 µM]	-3%	0	-27%	C=C(C)C1CC=C(C)/C(=N/NC(=O)COc2ccccc2C)C1 (stereo unspecified)
23	nt	11%	nt	3%[57 µM]	-43%	-11%	0%	-23	-1%	O=C(NCC1CCCO1)c1ccccc1NS(=O)(=O)c1ccc(Br)s1 (stereo unspecified)
24	?	3%	-2%	10%	-5%	-22%	12%	-1	-8%	CCOC(=O)N1CCC(NC(=O)c2oc3c(c2C)-c2[nH]ncc2CC3)CC1
25	-1%	6%	11%	26%	-1%	-9%	-15%	1	8%	O=S(=O)(NCCN1CCCC1)c1cccc2cccnc12
26	-1%[59 µM]	-1%	5%[57.1 µM]	13%	-16%	-6%	3%	-6	-2%	Cc1cccc(C)c1-n1ncc(C(=O)NCCN2CCOCC2)c1C1CCN(C(=O)OC(C)(C)C)CC1
27	3%[59 µM]	-4%	?	22%	14%	-19%	1%	4	-2%	O=C(NCCc1ccccc1)c1ccc2c(c1)N(Cc1ccccc1)C(=O)c1ccccc1S2=O (stereo unspecified)
28	35µM*	?	12%	32%[activator]	-9%	-13%	-9%	-1	41%[activator]	CCN(CC)S(=O)(=O)c1ccc2c(c1)nc(SCc1nc3ccsc3c(=O)[nH]1)n2CC
29	40µM*	16%	?	45µM*	-23%	56µM*	6%	-1	?	C(=N\N1CCN(Cc2cccc3ccccc23)CC1)/c1ccco1
30	-7%[12.7 µM]	15%	7%	12%	-2%	-18%	nt	-3	-5%	CC1CC(C)CN(S(=O)(=O)c2ccc(F)c(C(=O)Nc3ccc(Cl)cc3F)c2)C1 (stereo unspecified)
31	?	?	35µM*	?	?	40µM*	-5%	-18	?	CCN(CC)c1ccc(NC2CC(=O)N(CCc3ccc(OC)cc3)C2=O)cc1 (stereo unspecified)
32	-15%	7%	-32%	4%	3%	-15%	-4%	-1	0%	CCC(=O)c1ccc(OCC(=O)O)cc1
33	-4%	-11%&-1%	10%&-3%	34%&11%	-15%&12%	-2%&-7%	-1%&3%	-4&-17	-7%&4%	O=C(O)CCCNC(=O)C(c1ccccc1)c1ccccc1
34	20%[12.7 µM]	0%	?	7%	5%	-24%	-1%	5	?	CCOc1ccc(NC(=S)NC(C)CCc2ccccc2)cc1 (stereo unspecified)
35	4%	13%	-2%	16%	-19%	-10%[11.4 µM]	0%	0	-15%	Cc1ccc(S(=O)(=O)Nc2nc3cc(C)c(C)cc3[nH]2)cc1
36	?	20%	nt	nt	nt	nt	nt	-7	?	NCCNc1cccc2ccccc12
37	79µM*	14%	-21%	19%	-45%	-6%	31%[activator]	-2	-16%	O=C(O)CCCCCN1C(=O)/C(=C/c2ccncc2)SC1=S
38	-36%[59 µM]	15%	-19%	13%	25%	-1%	5%	3	1%	O=C(c1cc([N+](=O)[O-])ccc1N1CCCCC1)N1CCCC1
39	6%	-9%	-3%	40%[activator]	5%	-18%[57.1 µM]	-1%	0	0%	COCCn1c(C)cc(C(=O)COC(=O)c2ccc(-n3nc(C)cc3C)cc2)c1C

# Six entries out of the list, arranged by number of heavy atoms, low to high:
no.	G9a inh	GLS inhibitor	BAZ2B inh	HP1b chromo inh	RGS4 inhibitor	JMJD2A Tudor inh	ERG Ets-DNA blk	PI4K2A inh	12-LOX inh	SMILES
36	?	20%	nt	nt	nt	nt	nt	-7	?	NCCNc1cccc2ccccc12
32	-15%	7%	-32%	4%	3%	-15%	-4%	-1	0%	CCC(=O)c1ccc(OCC(=O)O)cc1
33	-4%	-11%&-1%	10%&-3%	34%&11%	-15%&12%	-2%&-7%	-1%&3%	-4&-17	-7%&4%	O=C(O)CCCNC(=O)C(c1ccccc1)c1ccccc1
34	20%[12.7 µM]	0%	?	7%	5%	-24%	-1%	5	?	CCOc1ccc(NC(=S)NC(C)CCc2ccccc2)cc1 (stereo unspecified)
31	?	?	35µM*	?	?	40µM*	-5%	-18	?	CCN(CC)c1ccc(NC2CC(=O)N(CCc3ccc(OC)cc3)C2=O)cc1 (stereo unspecified)
39	6%	-9%	-3%	40%[activator]	5%	-18%[57.1 µM]	-1%	0	0%	COCCn1c(C)cc(C(=O)COC(=O)c2ccc(-n3nc(C)cc3C)cc2)c1C
